CHRM5 PAM = potentiates acetylcholine response at human M5 receptor. CHO-K1 hM5, Fluo-8 calcium, ACh EC20 PAM; 0% = ACh EC20, 100% = ACh EC100. activation, % at 3 µM. AID 624038. P08912. 0.3% of 360,000 active;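 active = activation above the run cutoff, the mean activation of all test compounds plus 3 SD, cut at about 18% in these data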
Target sequence (P08912 whole entry, looked up): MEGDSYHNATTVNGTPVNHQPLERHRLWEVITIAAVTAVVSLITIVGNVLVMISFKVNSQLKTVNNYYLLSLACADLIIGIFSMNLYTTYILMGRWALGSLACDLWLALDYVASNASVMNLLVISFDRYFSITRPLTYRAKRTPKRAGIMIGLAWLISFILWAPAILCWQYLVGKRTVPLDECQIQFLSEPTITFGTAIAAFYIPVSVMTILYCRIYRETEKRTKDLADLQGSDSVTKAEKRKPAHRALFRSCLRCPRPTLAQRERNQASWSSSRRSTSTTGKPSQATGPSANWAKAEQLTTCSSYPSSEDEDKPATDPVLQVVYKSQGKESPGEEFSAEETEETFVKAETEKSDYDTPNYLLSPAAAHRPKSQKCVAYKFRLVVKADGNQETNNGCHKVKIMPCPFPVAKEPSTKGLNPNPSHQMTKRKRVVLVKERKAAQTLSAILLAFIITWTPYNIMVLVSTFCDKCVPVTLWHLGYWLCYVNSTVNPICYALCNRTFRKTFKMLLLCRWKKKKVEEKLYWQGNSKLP
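system = human M5 receptor in CHO-K1 cells | reagent = EC20 acetylcholine as agonist stimulus | compound dosing = single-point, 3 µM nominal | incubation = Fluo-8 loading 80 min at 37 °C plus 30 min room temperature | detection = Fluo-8 calcium dye fluorescence, kinetic read | benchmarks = low control EC20 acetylcholine (0%), high control EC100 acetylcholine (100%)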
CHRM5 agonist = agonists of human muscarinic M5 receptor (CHRM5). 0.19% of 360,000 active. AID 624037. activation, % at 3 µM. CHO-K1 hM5 cells, Fluo-8 calcium fluorescence; 0% DMSO wells, 100% maximal acetylcholine response;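 active = activation above the run's mean over test compounds plus 3 SD, cut at about 23% in these data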;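 also: signal is peak over basal fluorescence ratio across the kinetic read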
M1 antag = human CHRM1 antagonism | P11229 | CHO-K1 hM1, Fluo-8 calcium fluorescence, ACh EC80 antagonist | inhibition, % at 3 µM | 1.3% of 360,000 active;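 active = percent inhibition above its own plate's cutoff, namely the mean of that plate's compound wells plus 3 SD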;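 also: peak over basal fluorescence ratio during 140 s after agonist addition; 0% = ACh EC80 plus DMSO and 100% = DMSO alone without agonist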
M4 ag = agonists of human muscarinic M4 receptor (CHRM4). P08173. CHO-K1 hM4/Gqi5, Fluo-8 calcium fluorescence; vehicle 0%, full acetylcholine response 100%. activation, % at 3 µM. 0.14% of 360,000 active. AID 624127;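 active = activation above the run mean over all test wells plus 3 SD, cut at about 32% in these data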;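 also: peak over basal fluorescence ratio per well then scaled between controls; 0% = DMSO wells and 100% = acetylcholine at EC100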
Target sequence (P08173 whole entry, looked up): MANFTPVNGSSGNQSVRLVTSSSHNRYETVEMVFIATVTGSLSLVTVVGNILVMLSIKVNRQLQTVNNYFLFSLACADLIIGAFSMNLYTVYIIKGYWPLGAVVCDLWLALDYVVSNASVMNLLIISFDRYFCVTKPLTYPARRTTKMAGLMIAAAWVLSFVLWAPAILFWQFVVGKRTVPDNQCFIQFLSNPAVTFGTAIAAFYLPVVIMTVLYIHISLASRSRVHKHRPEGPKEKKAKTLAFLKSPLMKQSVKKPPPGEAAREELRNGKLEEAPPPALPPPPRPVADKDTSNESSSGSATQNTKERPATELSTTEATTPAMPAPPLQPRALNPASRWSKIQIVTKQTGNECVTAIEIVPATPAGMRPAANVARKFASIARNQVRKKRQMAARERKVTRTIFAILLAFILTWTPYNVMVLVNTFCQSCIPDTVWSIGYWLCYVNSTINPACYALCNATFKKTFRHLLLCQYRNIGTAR
CHRM4 PAM = positive allosteric modulators of human muscarinic M4 receptor; AID 624126; P08173; activation, % at 3 µM; CHO-K1 hM4/Gqi5, Fluo-8 calcium fluorescence, ACh EC20; 0% = ACh EC20, 100% = maximal ACh; 0.4% of 360,000 active;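 active = activation above its plate's cutoff, the mean activation of sample wells plus 3 SD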; also: some results filed as inactive read as strong as hits
M1 PAM = potentiates human M1 receptor response to acetylcholine. P11229. CHO-K1 hM1, Fluo-8 calcium fluorescence, ACh EC20; 0% = ACh EC20, 100% = maximal ACh. activation, % at 3 µM. 0.088% of 360,000 active. AID 588819; in the data active = activation above about 19%, passing the limit was not always enough
M5 antag = CHRM5 antagonism in calcium assay | CHO-hM5 cells, Fluo-8 calcium fluorescence, ACh EC80 | inhibition, % at 3 µM | 0.59% of 360,000 active;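 active = inhibition above a per-plate cutoff, the mean of that plate's test compounds plus 3 SD, cut at about 27% in these data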;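 also: 0% = acetylcholine EC80 with DMSO and 100% = DMSO without agonist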
CRFBP-R2 agonist = CRF-BP/CRF-R2 complex agonism; activation, % at 13.2 µM; HEK293 CRF-R2/CRF-BP, calcium dye fluorescence (FLIPR); percent of saturating CRF peptide response; 0.46% of 350,000 active;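 active = activation of at least 50%, plus an integration ratio under a set limit after plate pattern correction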;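 also: plate controls were neutral control wells without compound for no effect and CRF at EC100 for full effect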
CHRM4 antagonist = antagonists of human muscarinic M4 receptor (CHRM4); 0.73% of 360,000 active; inhibition, % at 3 µM; CHO-hM4 cells, ACh EC80, Fluo-8 calcium fluorescence;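 active = inhibition above its plate's cutoff, the mean inhibition of sample wells plus 3 SD, cut at about 27% in these data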;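 also: 0% = acetylcholine EC80 with DMSO and 100% = DMSO without agonist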
Numbers without * were called inactive; · = no result given. Compounds as they come (roughly 2.8% active in at least one column).

SMILES	CHRM5 PAM	CHRM5 agonist	M1 antag	M4 ag	CHRM4 PAM	M1 PAM	M5 antag	CRFBP-R2 agonist	CHRM4 antagonist
CC(C)(C)N1C(=O)[C@H]2[C@@H](c3ccc(Br)cc3)N3C(=O)N(c4cccc(F)c4)C(=O)[C@@]3(Cc3ccccc3)[C@H]2C1=O	2	-1	-4	0	-4	-2	14	5.5	-5
Cc1ccccc1OCc1n[nH]c(=S)n1-c1cccc(Cl)c1	-11	-2	-13	1	1	7	20	1.1	-8
CCOC(=O)c1sc(Nc2nc3c(OC)cccc3s2)cc1C	-1	-2	-1	2	7	4	-12	-0.9	-12
CCCCNCCOCCSc1ccc(Cl)cc1	-5	-7	0	3	-17	-7	5	-0.6	15
CCCCN(C)CCCNC(=O)c1cn(C)c2ccc(S(=O)(=O)N(C)C3CCCCC3)cc2c1=O	5	-7	-2	1	-10	5	-10	1.0	13
CCOP(=O)(c1ccccc1)C(O)c1ccc(Br)cc1 (stereo unspecified)	1	-1	-5	0	10	5	0	-2.2	-4
COc1ccc(C(=O)N2N=C(c3cccc(NS(C)(=O)=O)c3)CC2c2cccs2)cc1 (stereo unspecified)	-22	1	11	26	-18	-7	11	0.8	8
Cc1ccc(C(=O)NC(NC(=O)c2ccc(C)cc2)c2cccc([N+](=O)[O-])c2)cc1	-5	3	7	7	1	-10	-5	-8.9	-4
Cc1ccc2c(c1)N(CC(=O)OC(CC(C)C)C(=O)NC1CCCC1)C(=O)CO2 (stereo unspecified)	-8	0	-4	4	-8	-1	1	-0.3	4
COc1ccc(N2CCN(C(=O)CN(C)S(=O)(=O)c3cc(C)ccc3OC)CC2)cc1	-10	-1	-1	1	-1	2	1	-1.1	-2
COc1cc(C2=NOC(C(=O)Nc3c(C)n(C)n(-c4ccccc4)c3=O)C2)cc(OC)c1OC (stereo unspecified)	2	1	-20	0	-1	2	6	-1.8	2
COC(CNC(=O)c1ccc(CS(=O)(=O)c2ccc(Br)cc2)o1)OC	0	-2	-6	1	-2	6	8	2.3	10
COc1cc(OC)cc(-c2c(-c3ccc(C(C)=O)cc3)c3cc(-c4cccc5[nH]ccc45)ccc3n2C)c1	6	3	1	2	2	4	1	-0.6	1
CC(=O)COc1cc2c(-c3cc4ccccc4o3)cc(=O)oc2cc1C	0	-2	0	4	3	2	7	1.6	-3
c1ccc(CSc2ccc(-c3cccnc3)nn2)nc1	-2	2	-6	1	-1	6	3	1.3	-2
OCCCNc1ncnc2c1[nH]c1ccccc12	0	-1	2	0	-2	3	9	-0.7	0
Cc1cc(Nc2ccc(F)c(Cl)c2)n2nc(C)nc2n1	4	-1	-18	2	5	13	-2	1.4	-13
Cn1nc(C(F)(F)F)c2cc(C(=O)O)sc21	-3	-1	-1	0	2	7	-2	2.9	-12
Cc1sc2ncnc(NCC(O)c3ccc([N+](=O)[O-])cc3)c2c1C (stereo unspecified)	-14	5	34*	20	-9	-20	36*	0.0	13
COc1cc(NC(=O)c2ccc(C(=O)c3ccccc3)cc2)cc(OC)c1OC	-1	0	5	2	-2	-2	-12	0.2	-3
Cc1cc(C)cc(NC(=S)N2CCC(c3nc4ccccc4s3)CC2)c1	-5	-1	4	0	-8	-12	5	-1.2	-2
COc1cc(N)ccc1C(=O)O	2	-2	-11	0	6	5	3	-2.8	-3
CC1CCN(c2c(NCc3ccc(C(=O)N4CCN(C5CCCCC5)CC4)cc3)c(=O)c2=O)CC1	-2	-4	-2	0	-5	0	-1	-0.7	1
CCCNC(=O)Nc1ccsc1C(=O)OC	-3	-2	0	-1	-6	-6	7	2.1	3
O=C(Nc1ccc(F)cc1)c1cccnc1N1CCOCC1	13	-2	24	2	-1	-9	5	-1.6	11
CC(NCCN(C)C)C1CCC2C3CCc4cc(O)ccc4C3CCC12C (stereo unspecified)	4	-5	-6	5	-4	5	2	0.7	-1
CC(=O)c1cccc(-c2ccnc3c2CC(C(=O)Nc2cccnc2)O3)c1 (stereo unspecified)	-3	2	-9	4	2	1	-6	·	-6
Cc1nnc(NC(=O)c2ccccc2F)s1	0	4	-38	1	6	4	0	-1.2	8
O=[N+]([O-])c1ccccc1OCCOc1ccccc1[N+](=O)[O-]	2	-11	14	1	-11	-13	4	-0.4	-2
Nc1nc2n(n1)C(c1ccco1)CC(c1ccc(F)cc1)N2 (stereo unspecified)	4	0	-2	1	2	1	-4	0.4	2

3 of the entries above in order of the CRFBP-R2 agonist value, highest first:
| Molecule | CRFBP-R2 agonist |
| --- | --- |
| Cn1nc(C(F)(F)F)c2cc(C(=O)O)sc21 | 2.9 |
| CC1CCN(c2c(NCc3ccc(C(=O)N4CCN(C5CCCCC5)CC4)cc3)c(=O)c2=O)CC1 | -0.7 |
| COc1cc(C2=NOC(C(=O)Nc3c(C)n(C)n(-c4ccccc4)c3=O)C2)cc(OC)c1OC (stereo unspecified) | -1.8 |

Further records follow.
SMILES	CHRM5 PAM	CHRM5 agonist	M1 antag	M4 ag	CHRM4 PAM	M1 PAM	M5 antag	CRFBP-R2 agonist	CHRM4 antagonist
COc1cc(C)nc(N(C)C(C)=O)n1	-8	-1	17	0	3	-6	7	0.3	-4
COc1ccc([C@H]2CC(=O)C=C(c3ccccc3C(F)(F)F)C2)cc1	-10	-2	16	1	-5	-8	14	1.1	5
O=C(CSc1nccc(=O)[nH]1)NC1CCCCCC1	-4	1	-9	0	-1	5	14	-1.6	3
CCCN(CC(=O)Nc1ccccc1Br)CC(=O)Nc1ccc(F)c(F)c1F	-2	-4	-4	4	-4	5	-17	-2.4	-1
O=S(=O)(c1cccs1)N1CCN(Cc2ccccc2)CC1	1	-2	5	-1	5	0	-9	-1.9	4
COc1cccc(CN2CCN(CC(=O)NCCc3ccccc3)CC2)c1	10	-1	-17	1	0	12	-6	0.4	-5
O=C(c1ccccc1)c1cnc2ccc(Cl)cc2c1N1CCOCC1	-7	1	-9	1	9	0	2	-1.0	-12
COc1cc(/C=C2/C(=O)NN(c3ccc(Cl)c(Cl)c3)C2=O)cc([N+](=O)[O-])c1O	0	-1	-13	0	6	8	4	-0.8	-4
Cc1cccc(C(=O)NC(=S)NCc2ccccc2)c1	-1	0	-4	-2	-16	-2	-2	1.9	-7
COc1ccc(CNCC(O)(c2ccc(F)cc2)c2ccc(F)cc2)cc1	-11	-2	9	10	-10	-13	10	15	1
O=C(Nc1cccnc1)C1OCCc2ccccc21 (stereo unspecified)	4	-3	-10	0	-1	3	-6	5.1	-1
Cc1cccc(NC(=O)C2c3ccccc3Oc3ccccc32)n1	-5	-8	-5	2	0	-4	1	1.0	2
Cc1csc(NC(=O)c2cc3c(s2)-c2ccccc2OC3)n1	-13	2	22	16	-6	-18	8	-0.9	-5
CCOc1ccc(C2Oc3nc(SC)nnc3-c3ccccc3N2C(C)=O)cc1OC (stereo unspecified)	5	-1	-12	0	13	8	-7	-3.0	-6
Nc1nnc(-c2cn(-c3ccccc3)nc2-c2ccc(Cl)cc2)o1	-4	1	-13	0	4	9	1	0.6	-4
CNC(=O)c1[nH]cnc1C(=O)Nc1cccc(Cl)c1	-6	-1	7	1	-6	-1	15	0.6	9
CN(C(=O)COC(=O)c1ccccc1NC(=O)c1ccco1)C1CCS(=O)(=O)C1 (stereo unspecified)	-5	3	5	10	-8	-1	17	0.3	0
O=C(COC(=O)c1cc(=O)[nH]c2ccccc12)NC1CCCCCCC1	-13	-1	-4	5	-9	5	12	-3.4	-3
CCN(CC(=O)NCc1cccs1)C(=O)c1ccc(S(=O)(=O)Nc2ccccc2)cc1	-2	1	-13	2	4	3	4	0.3	-11
O=C(Cc1ccc(-n2cccc2)cc1)NCc1ccccc1Cl	5	-3	-5	0	6	13	-12	-0.8	2
Cc1onc(-c2c(Cl)cccc2Cl)c1C(=O)NNC(=O)c1c(-c2c(Cl)cccc2Cl)noc1C	-16	-1	6	5	-32	-2	15	-1.3	1
O=C(Nc1c(Cl)cc(Cl)cc1C(=O)NCc1cccnc1)c1ccc(Cl)cc1Cl	-2	-3	0	0	5	2	3	-0.5	-5
O=C(Oc1ccc(-c2cnc3ccccc3n2)cc1)c1ccc(Br)o1	0	0	-20	1	6	3	2	5.1	-1
Cc1ccc(NC(=O)C2CCN(c3nc(C)cc(C)n3)CC2)cc1	-1	1	-2	1	1	8	2	-2.8	-11
Cc1ccc(OCC(=O)N2CCCCC2)c(Br)c1	4	-1	-23	0	18	27*	-3	0.1	1
CC1CCCCC1NC(=O)C1CCN(S(=O)(=O)N2CCOCC2)CC1 (stereo unspecified)	4	1	10	1	10	0	0	0.8	-6
Cc1cccc2cc3c(nc12)-c1ccccc1C3=O	-4	-5	-9	0	-3	2	0	-1.6	-3
NNC(=O)c1cc2sccc2s1	8	5	3	-1	6	1	-12	0.4	-5
Cc1cccc(C)c1NC(=O)CNCC(=O)N(C)C	3	2	1	2	4	4	1	1.9	-2
O=C(CCl)NC(=O)NC12CC3CC(CC(C3)C1)C2	-3	-2	-10	1	4	8	4	-3.1	0

New compounds follow:
SMILES	CHRM5 PAM	CHRM5 agonist	M1 antag	M4 ag	CHRM4 PAM	M1 PAM	M5 antag	CRFBP-R2 agonist	CHRM4 antagonist
CCN(Cc1ccncc1)C(=O)c1cc(COc2ccc(F)cc2F)on1	-1	1	8	4	-3	-1	9	-0.6	3
Cc1ccc(C2=NOC(C)(c3sc(-c4ccc(Cl)cc4)nc3C)C2)cc1 (stereo unspecified)	5	5	-19	2	20	13	5	7.8	-11
Cc1ccccc1NC(=O)C(C)OC(=O)c1ccccc1C(=O)N(C)c1ccccc1 (stereo unspecified)	2	-1	-21	1	8	13	4	-2.6	-2
O=C(N/N=C/c1ccccn1)c1ccc(NC(=O)c2cccc([N+](=O)[O-])c2)cc1	-8	-1	18	16	-2	-17	11	6.0	-1
COC(=O)c1ccc(CN2C(=O)NC3(CCC(C)CC3)C2=O)cc1 (stereo unspecified)	10	3	-7	2	13	9	1	0.8	-8
COc1ccc(-c2ocnc2C(=O)N2CCN(C(c3ccccc3)c3ccccc3)CC2)cc1	-9	-6	-3	-1	-11	-9	0	-1.4	-1
Cc1cc(C)c(C#N)c(SCc2ccc(C#N)cc2)n1	2	-6	-6	0	8	-1	-3	1.5	3
C=CCNc1oc(/C=C/c2ccccc2)nc1C#N	-2	-3	-8	2	1	1	-3	-0.1	2
CC(=O)N(Cc1ccccn1)Cc1ccco1	-9	0	-5	0	-6	4	17	-0.1	1
O=C(NCc1ccccc1)NC(=O)c1ccccc1F	-8	-2	1	3	3	-1	2	-1.5	5
Cc1cc(C)nc(SCC(=O)Nc2ccc(N3CCOCC3)c(Cl)c2)n1	-15	8	1	10	12	-8	16	-1.2	8
O=C(COc1ccccc1)N(Cc1ccco1)c1ccc(O)cc1	-6	1	-27	7	2	3	10	-3.4	-4
Cc1noc(C)c1COc1ccc(C(=O)OCC(=O)NCCN2C(=O)CSC2=O)cc1	-2	0	-10	1	2	14	-3	-0.2	1
CCOc1ccc(NC(=O)CN(c2ccc(C)cc2)S(=O)(=O)c2c(C)nn(C)c2C)cc1	4	-6	-19	5	-2	6	-4	-2.2	0
CCCCCCOc1ccc(C(CC(=O)NC)C(=O)O)cc1 (stereo unspecified)	5	-5	-15	1	3	10	1	2.1	-4
CCCCc1nnc(NC(=O)C23CC4CC(CC(NC(C)=O)(C4)C2)C3)s1	-11	-3	2	1	-4	0	33*	15	11

Source: PubChem BioAssay
